PI5P4K alpha inh: blocks human PI5P4K alpha kinase activity. PI5P4Kalpha enzyme, ADP-Glo luminescence, 60 min; hits give low values. max response, %. 330,000 compounds, 1.2% hits; active means max response of -50% or lower; inconclusive means between -30% and -50%; inactive means -30% or higher; further: value at the top dose of about 77 µM; on the % scale 0 is the no-effect control and ±100 the full control effect
Target sequence (P48426 whole entry, looked up): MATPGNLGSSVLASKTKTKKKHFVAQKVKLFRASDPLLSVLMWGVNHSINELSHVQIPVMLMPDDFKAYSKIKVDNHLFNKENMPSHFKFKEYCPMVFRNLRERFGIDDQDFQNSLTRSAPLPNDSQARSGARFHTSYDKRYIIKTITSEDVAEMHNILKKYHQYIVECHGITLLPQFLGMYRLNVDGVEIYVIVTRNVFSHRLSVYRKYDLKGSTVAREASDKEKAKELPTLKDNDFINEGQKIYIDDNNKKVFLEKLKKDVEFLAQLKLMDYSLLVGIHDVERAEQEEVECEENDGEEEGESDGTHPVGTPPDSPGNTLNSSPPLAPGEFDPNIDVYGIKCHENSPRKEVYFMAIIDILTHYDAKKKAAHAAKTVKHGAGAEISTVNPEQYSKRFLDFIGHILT
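ADP-Glo luminescence end-point after a 60 min room-temperature kinase reaction. PI5P4Kalpha and substrate in HEPES pH 7.4 buffer with EGTA, 0.1% CHAPS and 5% DMSO; ATP at 5 microM final.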
EPAC1 antag: blocks human EPAC1 exchange factor. O95398. EPAC1 GEF assay, Rap1b-BODIPY-GDP exchange fluorescence. Potency, µM (titrated, usually from 115 µM), inactives show top-dose activity change, negative = inhibition, actives largely listed as inhibitors. 360,000 compounds, 0.14% hits;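 further: potency means the concentration at half of the fitted maximal effect; plate controls were vehicle for no effect and positive control for full effect; nearly all actives have a fitted effect of over 50% in size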
EPAC1 ag: EPAC1 (human) agonism; Potency, µM (doses to about 154 µM), for the others: at the highest dose activation, usual class: activators; 360,000 compounds, 0.073% hits; EPAC1 agonist qHTS, biochemical assay; response scale: 100% = response to 6.5 mM cAMP; O95398; further: potency means the concentration at half of the fitted maximal effect; nearly all actives have a fitted effect of over 60% in size
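Fluorescent GDP-exchange assay: 100 nM EPAC1 with 250 nM Rap1B preloaded with BODIPY-GDP and 50 uM GDP; compounds tested as concentration series, 5 min at room temperature, then read every 5 min for 30 min (ex 480/em 540 nm); normalized to 6.5 mM cAMP.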
WRN inhibitor: inhibitors of human WRN helicase | WRN helicase unwinding, fluorescent forked duplex, kinetic | Q14191 | 360,000 compounds, 0.46% hits | Potency, µM (titrated, usually from 114 µM), inactives show top-dose activity change, negative = inhibition, usual class: inhibitors; further: potency means the concentration at half of the fitted maximal effect; on the % scale 0 is the no-effect control and ±100 the full control effect; nearly all actives have a fitted effect of over 55% in size
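Primary qHTS, 1536-well format. 20 nM WRN + compound, 15 min RT; start with 100 nM forked fluorophore/quencher duplex, 2 mM ATP (final); kinetic read ex 525/em 598 nm.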
Mm-Cpn inhibitor: blocks the Methanococcus maripaludis chaperonin Mm-Cpn. purified Mm-Cpn ATPase, ADP Transcreener TR-FRET. 330,000 compounds, 0.031% hits. Potency, µM (series often up to 76.9 µM), for the others: at the highest dose activity, negative = inhibition, usual class: inhibitors; further: potency means the concentration at half of the fitted maximal effect; on the % scale 0 is the no-effect control and ±100 the full control effect; nearly all actives have a fitted effect of over 80% in size
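Compound-treated chaperonin, 25 nM final, turns over 10 uM ATP at 37°C for 30 min following a 10 min preincubation; ADP generated competes with ADP-d2 for Eu-cryptate antibody, lowering FRET.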
CCT modulator: modulators of cytosolic chaperonin (CCT/TRiC) activity. 360,000 compounds, 0.3% hits. activity change, % (no concentration beside the values), hits read low. purified chaperonin ATPase assay, HTRF ADP detection, 30 min. AID 651819; in the data active means activity change below about -30%; further: on the % scale 0 is the no-effect control and ±100 the full control effect
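Nucleotide hydrolysis assay: TRiC at 20–40 nM final (set by batch activity) with 10 uM ATP, 30 min at 37 °C, in presence of 76 uM compound. Detection by competitive ADP HTRF, 30 min ambient.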
PLK1 PBD block: inhibitors of human PLK1 polo-box domain binding. P53350. Plk1 PBD binding of FITC phosphopeptide, fluorescence polarization. Potency, µM, for the others: max response, negative = inhibition, usual class: inhibitors. 360,000 compounds, 2.8% hits. AID 720504; further: potency means the concentration at half of the fitted maximal effect; series mostly up to about 57 µM; on the % scale 0 is the no-effect control and ±100 the full control effect; nearly all actives have a fitted effect of over 65% in size
Target sequence (P53350 whole entry, looked up, the tested form may be a part): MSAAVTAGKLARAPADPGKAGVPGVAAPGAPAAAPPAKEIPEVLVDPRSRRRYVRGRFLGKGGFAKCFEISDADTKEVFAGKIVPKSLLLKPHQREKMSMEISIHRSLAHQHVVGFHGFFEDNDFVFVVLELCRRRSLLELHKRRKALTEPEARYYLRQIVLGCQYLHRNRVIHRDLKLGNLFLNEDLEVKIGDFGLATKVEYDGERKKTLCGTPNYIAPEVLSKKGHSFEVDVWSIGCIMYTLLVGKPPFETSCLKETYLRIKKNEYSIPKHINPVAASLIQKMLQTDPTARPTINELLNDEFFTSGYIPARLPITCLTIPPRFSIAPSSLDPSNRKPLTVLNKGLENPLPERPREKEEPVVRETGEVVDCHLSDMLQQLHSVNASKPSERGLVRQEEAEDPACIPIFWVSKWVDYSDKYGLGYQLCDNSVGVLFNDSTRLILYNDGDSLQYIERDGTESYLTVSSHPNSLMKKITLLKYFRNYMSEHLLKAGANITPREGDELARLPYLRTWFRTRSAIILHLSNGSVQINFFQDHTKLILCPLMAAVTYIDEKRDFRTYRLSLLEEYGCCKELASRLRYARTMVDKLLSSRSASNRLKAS
EPAC2 antag: blocks human EPAC2 exchange factor. Q8WZA2. EPAC2 GEF exchange of Rap1B-BODIPY-GDP, fluorescence. Potency, µM (highest dose often 114 µM), without a hit: at the top dose activity, negative = inhibition, usual class: inhibitors. 360,000 compounds, 0.18% hits. AID 720708; further: potency means the concentration at half of the fitted maximal effect; on the % scale 0 is the no-effect control and ±100 the full control effect; nearly all actives have a fitted effect of over 45% in size; many of its hits are not listed in these tables
Numbers without * were called inactive; u = inconclusive; x = not tested or not shown; & = joins results of further samples; [ ] = another dose, or the depositor's remark. Unless noted, the call rests on the fitted dose curve; in most records, active means well fitted curve in the direction sought with a large enough effect; inconclusive means small, poorly fitted or top-dose-only effect, or another doubt; inactive means no such curve, though single readings can be large; an effect the other way counts as inactive or inconclusive.

SMILES	PI5P4K alpha inh	EPAC1 antag	EPAC1 ag	WRN inhibitor	Mm-Cpn inhibitor	CCT modulator	PLK1 PBD block	EPAC2 antag
COc1ccc(C(O)c2nc(-c3ccc(N(C)C)cc3)cs2)cc1 (stereo not given)	9	-22%	4%	6%	x	-0.2	0%	3%
O=[N+]([O-])c1c(C(Cl)Cl)nn(-c2ccccc2)c1N1CCOCC1	-5	14%	-6%	1%	-5%	1.3	-27%	-2%
O=C(Nc1ccccc1N(C(=O)c1ccco1)S(=O)(=O)c1cccs1)c1ccco1	0	10%	1%	-3%	1%	-0.1	u	2%
O=C(Nc1cccc(Cl)c1)N1CCOCC1	-1	-28%	-5%	-10%	1%	0.0	5%	0%
CCn1c(=O)n(CC)c2cc(N3CCCC3)c(NC(=O)c3ccccc3OC)cc21	0	-5%	16%	-8%	0%	0.2	-1%	-5%
COc1ccc(N(CC(=O)N2CCN(c3cccc(C)c3)C(C)C2)S(=O)(=O)c2c(C)n[nH]c2C)cc1 (stereo not given)	1	-9%	0%	-9%	3%	1.0	-14%	-14%
COc1cccc(C(=O)NCC(=O)N/N=C/c2cccnc2)c1	2	11%	5%	5%	-8%	-2.5	-11%	0%
O=C(NCCCn1ccnc1)c1ccccc1NS(=O)(=O)c1ccc(F)c(F)c1	x	13%	12%	2%	0%	-1.0	-8%	9%
Cc1cccc(N2CCN(c3ccc4cc(S(=O)(=O)N5CCCCC5)ccc4n3)CC2)c1C	-2	1%	8%	-7%	-14%	-0.3	-5%	9%
O=C(/C=C/c1ccc(-c2ccccc2[N+](=O)[O-])o1)c1ccco1	-8	50µM*	4%	u	1%	-5.9	-19%	0%
CCCS(=O)(=O)N1CCN(C(=O)c2ccco2)CC1	x	3%	-1%	4%	0%	0.9	-2%	8%
CN(c1ccc(C(=O)Nc2ccccc2C(=O)N2CCOCC2)cc1)S(C)(=O)=O	-2	-16%	2%	-16%	-1%	-0.2	-5%	0%
CC1CN(Cc2ccco2)C(=S)N(c2ccccc2)C1=O (stereo not given)	8	-4%	7%	-16%	x	-3.0	-8%	-6%
Cn1ccnc1C(OC(=O)c1ccccc1)C(F)(F)F (stereo not given)	-3	14%	-1%	4%	-2%	0.4	3%	-26%
CC(C)OC(=O)c1c2c(n3ccccc13)C(=O)c1ccccc1C2=O	0	-10%	-4%	89µM*	-2%	-0.5	-15%	-10%
O=C(NC(=O)c1cccc(F)c1)OC[C@@H]1CCCN2CCCC[C@H]12	4	-1%	-14%	-4%	-1%	0.1	-2%	3%
Cc1nc(N)ncc1Sc1ccc(Cl)cc1	7	12%	11%	-2%	-1%	-1.2	-4%	2%
COCCN1Cc2cccc(C(=O)NCc3cccnc3)c2C1=O	-3	-3%	3%	-4%	4%	-1.4	-6%	-12%
Cc1ccccc1OCc1nnc(SCCN2CCCC2)n1-c1ccccc1	-7	-7%	-6%	7%	-1%	1.2	7%	-3%
O=C(Cn1c(=O)oc2cc(S(=O)(=O)N3CCCC3)ccc21)N1CCc2ccccc2C1	-1	4%	13%	-10%	3%	-3.3	-18%	11%
CC(NC(=O)/C(C#N)=C/c1ccc(Cl)c([N+](=O)[O-])c1)c1ccccc1 (stereo not given)	-17	-6%	11%	-7%	-1%	-0.9	12µM*	6%[57.1 µM]
CCN(CC(=O)NCc1cccs1)C(=O)c1ccc(S(=O)(=O)Nc2ccccc2OC)cc1	0	1%	-5%	2%	2%	-1.7	-7%	-3%
C=C(CC1([C@@H](NP(=O)(c2ccccc2)c2ccccc2)[C@H]2C[C@@H]2CCCC)CC1)c1ccccc1	11	-23%	10%	-6%	0%	-1.1	-3%	0%
CCCC(=O)N=c1sc2cccc(F)c2n1C	5	-8%	-7%	-1%	0%	1.4	-6%	-12%
CC1(C)CC(=O)c2c(O)cc(OCc3ccc([N+](=O)[O-])cc3)cc2O1	14	-15%	11%	1%	-1%	-0.4	-6%	1%
COC(=O)c1ccccc1NC(=O)c1cnn2cccnc12	0	-22%	11%	-4%[57.1 µM]	-1%	-6.5	-10%	6%
Cc1cccc(S(=O)Cc2ccc(C(=O)N3CCN(C(=O)c4ccco4)CC3)o2)c1 (stereo not given)	1	-5%	-6%	0%	0%	-0.3	-9%	-2%
Cc1ccc(C(=O)Nc2nnc([C@H]3C[C@H](O)[C@@H](CO)O3)s2)cc1	-23	-5%	-2%	3%	x	-9.8	-4%	7%
COC(=O)c1c(C)[nH]c(C(=O)CN2CCOCC2)c1C	-3	-4%	-5%	-3%	-5%	-0.5	-9%	13%
O=C(C=Cc1cccnc1)c1ccccc1	5	9%	0%	-12%	x	-1.9	-9%	5%
Cc1ccc(C2CC(c3cccs3)=NN2C(=O)CSC2=NCCS2)cc1 (stereo not given)	7	3%	-4%	-8%	-8%	-2.2	-8%	-22%
S=c1[nH]nc2c3c4c(sc3ncn12)CCCC4	-58*	11%	-2%	-13%	1%	2.4	u	4%
Fc1ccc2nc(C3CCN(Cc4nc(CC5CC5)no4)CC3)[nH]c2c1	-3	1%	-6%	-7%	2%	0.9	1%	-3%
O=C(N/N=C/c1c(F)c(F)c(F)c(F)c1F)c1cc(-c2ccccc2)nc2ccccc12	2	4%	11%	0%	-3%	-1.7	-4%	-2%
CCOC(=O)C1(Cc2cccc(Cl)c2)CCCN(C(=O)c2ccco2)C1 (stereo not given)	-11	8%	10%	-5%	2%	-1.5	13µM*	-13%
N=c1c(C(=O)NCc2ccco2)cc2c(=O)n3ccccc3nc2n1C1CCCC1	-30	-24%	2%	-7%	0%	0.4	-15%	-4%

Part of the list above, with bars between the fields:
smiles | PI5P4K alpha inh | EPAC1 antag | EPAC1 ag | WRN inhibitor | Mm-Cpn inhibitor | CCT modulator | PLK1 PBD block | EPAC2 antag
Cc1cccc(S(=O)Cc2ccc(C(=O)N3CCN(C(=O)c4ccco4)CC3)o2)c1 (stereo not given) | 1 | -5% | -6% | 0% | 0% | -0.3 | -9% | -2%
Cc1ccc(C(=O)Nc2nnc([C@H]3C[C@H](O)[C@@H](CO)O3)s2)cc1 | -23 | -5% | -2% | 3% | x | -9.8 | -4% | 7%
COC(=O)c1c(C)[nH]c(C(=O)CN2CCOCC2)c1C | -3 | -4% | -5% | -3% | -5% | -0.5 | -9% | 13%
O=C(C=Cc1cccnc1)c1ccccc1 | 5 | 9% | 0% | -12% | x | -1.9 | -9% | 5%

Later entries
SMILES	PI5P4K alpha inh	EPAC1 antag	EPAC1 ag	WRN inhibitor	Mm-Cpn inhibitor	CCT modulator	PLK1 PBD block	EPAC2 antag
Cc1cccc(NC(=O)c2cnn(-c3ccc(F)cc3)c2C2CCNCC2)c1C	-11	18%	-2%	5%	0%	-2.8	-4%	2%
N#CC1=C(N)N(c2ccccc2Sc2ccccc2)C(=O)C1	-23	-11%	7%	-28%	-2%	-1.0	-11%	-3%
CCC(C)NC(=O)[C@@H]1CCCN1C(=O)C1CCN(S(=O)(=O)c2ccc(C)cc2)CC1 (stereo not given in full)	7	-8%	-6%	-5%	-1%	1.3	-6%	3%
CCOC(=O)N1CCC(=NNC(N)=O)CC1	4	-11%	3%	4%	1%	-4.0	-18%	2%
CS(=O)(=O)n1nc(-c2ccccc2)nc1NCc1ccco1	-12	-9%	5%	-25%	2%	1.2	-4%	1%
CCN(CC)S(=O)(=O)c1ccc(NC(=O)COC(=O)c2ccc(NC(=O)CC#N)cc2)cc1	-19	-7%	16%	-13%	1%	-0.1	-3%	-4%
COC(=O)c1ccc(-n2nnnc2SCC(=O)Nc2ccccc2F)cc1	0	-16%	2%	-1%	-4%	0.4	-4%	0%
Cc1cc(Cl)ccc1OCC(=O)NCCCN1CCOCC1	0	8%	4%	0%	2%	1.4	1%	12%
CCN1C(=NCCCCO)N[C@@H](c2cccc(C(F)(F)F)c2)C(C(=O)OC)=C1C	1	-4%	-13%	3%	-1%&1%	-0.2	-11%	2%
CCOC(=O)CSC1=NN2CCS(=O)(=O)N=C2S1	11	-7%	3%	2%	1%	-23	-30%	5%
CC(C)(C)NC(=O)NC(=O)COC(=O)COc1ccc2c(c1)CCC2	3	u	0%	-3%	0%	-1.6	-17%	-15%
CC(C)Oc1ccc(/C=C(/NC(=O)c2ccccc2)C(=O)NCCC(=O)O)cc1	-1	13%	8%	8%	-1%	-1.0	-8%	2%
CC(OC(=O)C1=Cc2ccccc2OC1)C(=O)NCc1ccco1 (stereo not given)	1	-10%	6%	-5%	0%	1.5	-8%	-2%
Cc1cc(C(=O)O)cc(S(=O)(=O)Nc2ccccc2C(=O)NC2CC2)c1C	-4	11%	12%	-2%	1%	-2.5	-10%	-2%
COc1ccc(C(C)=O)cc1COC(=O)CNC(=O)c1ccccc1F	2	5%	4%	2%	0%	0.7	u	3%
CCS(=O)(=O)Nc1ccc(C(=O)OC)cc1	10	7%	3%	-9%	2%	-2.5	-7%	3%
O=C(CCc1ccccc1)Nc1ccncc1	x	4%	5%	-4%	-3%	-1.2	-10%	-3%
O=C(Nc1ccc2c(c1)OCCO2)C1CCCN1S(=O)(=O)c1ccc(Cl)cc1 (stereo not given)	4	-2%	6%	-9%	0%	0.3	1%	-5%
Cc1nnc(N2CCCCC2)c2ccccc12	6	9%	1%	-3%	1%	0.0	-8%	-6%
CS(=O)(=O)Nc1ccc(S(=O)(=O)N2CCOCC2)cc1	1	-5%	16%	7%	-2%	2.4	-4%	10%
CC(C)(C)NC(=O)NC(=O)COC(=O)c1ccco1	-7	-2%	6%	3%	3%	-3.1	-10%	-2%
Cc1cc(C)cc(NC(=O)COC(=O)CCC2CCCC2)c1	12	-23%	8%	-12%	0%	1.4	-7%	-18%
CCCC(=O)Nc1ccc(NC(=O)CCc2ccccc2)cn1	u	-11%	-1%	4%	-1%	-3.0	3µM*	-4%
O=C(NCCCc1ccccc1)C(=O)c1c[nH]c2ccccc12	23	5%	2%	-4%[57.1 µM]	2%	-1.1	-2%	-8%
CCSc1nc2c(c(=O)[nH]1)C(c1ccncc1)C(C(=O)OC(C)C)=C(C)N2 (stereo not given)	8	8%	-1%	-5%	0%	-0.2	-2%	8%
O=C(Nc1ccc([N+](=O)[O-])cc1)C(Cc1ccccc1)N1C(=O)c2cccc3cccc(c23)C1=O (stereo not given)	-7	10%	-3%	-4%	-2%	-2.7	32%[activator]	11%
CCC(C)Nc1nc(N)c([N+](=O)[O-])c(N2CCCCCC2)n1 (stereo not given)	-9	-18%	9%	-2%[11.6 µM]	2%	0.6	-7%	u

A portion of the library, so the mix of outcomes need not match the whole.
